JMJD2A Tudor: blocks the human JMJD2A Tudor domain; O75164; AlphaScreen JMJD2A-Tudor / H3K4me3 peptide binding; Potency, µM (titrated, usually from 114 µM), for inactives: at the top dose activity change, negative = inhibition, usual class: inhibitors; 4.4% of 390,000 active; AID 504339; note: % is set by controls: 0 for no effect and ±100 for the full control effect; nearly all actives have a fitted effect of over 50% in size
Pol iota inh: blocks human DNA polymerase iota activity. AID 588590. Pol iota fluorescent replication assay, 10 min. 1% of 390,000 active. Potency, µM (doses to about 115 µM), without a hit: top-dose activity, negative = inhibition, usual class: inhibitors
Target sequence (Q9UNA4 whole entry, looked up): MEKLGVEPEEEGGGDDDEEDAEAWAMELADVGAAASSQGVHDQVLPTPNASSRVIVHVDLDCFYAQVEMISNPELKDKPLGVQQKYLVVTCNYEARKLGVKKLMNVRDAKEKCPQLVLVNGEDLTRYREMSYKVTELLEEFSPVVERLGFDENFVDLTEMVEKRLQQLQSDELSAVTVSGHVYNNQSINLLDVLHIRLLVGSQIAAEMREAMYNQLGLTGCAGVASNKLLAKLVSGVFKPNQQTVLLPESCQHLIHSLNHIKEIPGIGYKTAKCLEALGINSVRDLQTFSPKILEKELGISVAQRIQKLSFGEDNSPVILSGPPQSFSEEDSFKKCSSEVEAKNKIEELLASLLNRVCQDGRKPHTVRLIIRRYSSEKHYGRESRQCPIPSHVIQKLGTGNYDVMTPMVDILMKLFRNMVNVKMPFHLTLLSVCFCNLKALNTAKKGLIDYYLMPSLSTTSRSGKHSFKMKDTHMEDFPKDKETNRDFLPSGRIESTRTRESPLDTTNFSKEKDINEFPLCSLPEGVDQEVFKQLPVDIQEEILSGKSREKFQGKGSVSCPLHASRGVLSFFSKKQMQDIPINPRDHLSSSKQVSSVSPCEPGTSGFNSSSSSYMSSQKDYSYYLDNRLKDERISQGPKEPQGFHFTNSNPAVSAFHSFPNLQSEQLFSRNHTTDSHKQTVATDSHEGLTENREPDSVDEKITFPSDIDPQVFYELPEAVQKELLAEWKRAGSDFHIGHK
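Fluorescent replication assay read twice, at 0 min and 10 min after adding 50 nM (final) substrate. Enzyme (10 nM) and compounds were first incubated 15 min at room temperature; enzyme-free buffer wells were negative controls.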
BAZ2B inh: BAZ2B (human) inhibition. Potency, µM (doses to about 114 µM), for the others: top-dose activity change, negative = inhibition, actives largely listed as inhibitors. 4.4% of 360,000 active. Q9UIF8. AlphaScreen BAZ2B-H3K14Ac peptide displacement. AID 504333; note: % is set by controls: 0 for no effect and ±100 for the full control effect; nearly all actives have a fitted effect of over 60% in size
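BAZ2B (50 nM) with biotin-H3(5-23)K14Ac peptide (50 nM) in PBS pH 7.4, 0.01% Tween-20, preformed 30 min, then compound 30 min at room temperature; top concentration 110uM. AlphaScreen streptavidin donor/nickel chelate acceptor beads (10 ug/mL final), 20 min dark, signal read.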
Pol eta inh: DNA polymerase eta (human) inhibition. Potency, µM (top dose mostly 114 µM), for the others: top-dose activity change, negative = inhibition, hits mostly inhibitors. recombinant Pol eta, fluorescent DNA replication assay. Q9Y253. 1.2% of 390,000 active; note: % is set by controls: 0 for no effect and ±100 for the full control effect
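Pol eta (10 nM) was preincubated with compounds for 15 min at room temperature, after which fluorescent replication substrate (50 nM final) was added to start the reaction. Fluorescence was read kinetically at 0 and 10 min.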
POLB inh: inhibitors of human DNA polymerase beta; P06746; Pol beta primer extension/strand displacement, fluorescence kinetic; Potency, µM (doses to about 114 µM), without a hit: at the highest dose activity change, negative = inhibition, most hits filed as inhibitors; 1.3% of 340,000 active; AID 485314; note: % is set by controls: 0 for no effect and ±100 for the full control effect
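Human Pol beta at 10 nM; strand-displacement substrate 50 nM final. Compound exposure 15 min at room temperature before start, reaction 10 min at room temperature.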
G9a block: inhibitors of human histone lysine methyltransferase G9a; 8.8% of 350,000 active; Potency, µM (doses to about 102 µM), for inactives: at the highest dose activity, negative = inhibition, most hits filed as inhibitors; G9a H3K9 monomethylation, AlphaScreen, 2 h; AID 504332; Q96KQ7; note: % is set by controls: 0 for no effect and ±100 for the full control effect; nearly all actives have a fitted effect of over 75% in size
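Readings reflect AlphaScreen signal from monomethyl-H3K9 antibody detection. HMT at 20 nM; substrate b-H3K9 500 nM; cofactor SAM 20 uM; 2 h RT reaction; compounds tested as titrations in qHTS with 15 min preincubation.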
BLM inh: inhibitors of human Bloom syndrome helicase BLM. P54132. recombinant BLM DNA unwinding, fluorescence dequenching. Potency, µM (highest dose often 56.1 µM), for the others: at the highest dose activity change, negative = inhibition, most hits filed as inhibitors. 0.2% of 350,000 active. AID 2528;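 note: plate controls were vehicle for no effect and no enzyme for full effect; nearly all actives have a fitted effect of over 35% in size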
POLK inh: blocks human DNA polymerase kappa activity; purified Pol kappa, fluorescent DNA synthesis assay, 10 min; Potency, µM (doses to about 107 µM), without a hit: at the top dose activity, negative = inhibition, actives largely listed as inhibitors; 0.53% of 400,000 active; note: % is set by controls: 0 for no effect and ±100 for the full control effect
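10 nM Pol kappa preincubated 15 min at room temperature with compounds, then reaction started with substrate at 50 nM final. Fluorescence read kinetically at 0 and 10 min; buffer-only wells served as negative control.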
APE1 inh: APE1 (human) endonuclease inhibition; recombinant APE1, TAMRA/BHQ-2 abasic DNA cleavage fluorescence; P27695; 0.35% of 350,000 active; Potency, µM (doses to about 65.8 µM), inactives show top-dose activity change, negative = inhibition, most hits filed as inhibitors;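 note: plate controls were vehicle for no effect and reference inhibitor for full effect; nearly all actives have a fitted effect of over 55% in size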
Target sequence (P27695 whole entry, looked up): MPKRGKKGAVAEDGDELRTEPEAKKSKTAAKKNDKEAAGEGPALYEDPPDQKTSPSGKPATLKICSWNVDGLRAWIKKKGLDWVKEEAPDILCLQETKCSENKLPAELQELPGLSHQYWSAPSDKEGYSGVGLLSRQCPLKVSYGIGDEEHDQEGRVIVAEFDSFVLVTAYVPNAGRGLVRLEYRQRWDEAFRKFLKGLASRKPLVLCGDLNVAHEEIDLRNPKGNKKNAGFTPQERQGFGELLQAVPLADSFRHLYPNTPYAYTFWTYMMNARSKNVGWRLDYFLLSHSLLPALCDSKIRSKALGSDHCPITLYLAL
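Kinetic fluorescence read (525 ex/598 em nm, three reads 60 s apart) of AP-site incision; signal = third minus first read. Enzyme 0.75 nM, dual-labelled THF duplex 50 nM, compound preincubation 15 min RT.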
Numbers without * were called inactive; u = inconclusive; x = not tested or not shown; & = joins results of further samples; [ ] = remark or other dose. Calls come from the whole dose curve; as a rule, active = well fitted curve in the direction sought with a large enough effect; inconclusive = small, poorly fitted or top-dose-only effect, or another doubt; inactive = no such curve, though single readings can be large; an effect the other way counts as inactive or inconclusive. Potency is the fitted concentration of half-maximal effect. Only part of the results is shown; count on the stated rates, not on these rows.

JMJD2A Tudor | Pol iota inh | BAZ2B inh | Pol eta inh | POLB inh | G9a block | BLM inh | POLK inh | APE1 inh | compound
-2% | 39%[activator] | -4% | -21% | 93% | 14% | 1% | -6% | 0% | COc1ccc(NC(=O)CN(C)C(=O)c2cnc(Cl)c(Cl)c2)cc1
-7% | 1% | 6% | -2% | 47% | 7% | -9% | -5% | 5% | O=S(=O)(c1ccccc1)N1CCN=C1SCc1cccnc1
2% | 24% | 3% | -7% | 5% | -34%[59 µM] | -2% | 3% | -3% | CCC(=O)Nc1cccc(C2=NOC3(C2)C[C@H](C(N)=O)N(C(=O)CC#N)C3)c1 (some centres not stated)
3% | 71%[activator] | x | -16% | x | x | x | 0% | 13% | Cc1ccc(NC(=O)c2n[nH]c(=O)c3ccccc23)cc1S(=O)(=O)N1CCOCC1
-15% | -3% | x | -9% | x | x | x | -9% | 20% | Cc1ccc(S(=O)(=O)N2CCCCC2)cc1NC(=O)c1ccccc1Cl
-14% | -7% | -11% | 13% | 29% | 8%[59 µM] | 1% | 0% | x | Cc1cccc(C(=O)NCC(=O)OCc2cc(=O)n3nc(C)sc3n2)c1
-27% | 8% | -17% | -5% | 51% | -27%[59 µM] | -15% | 6% | x | Cc1ccc(CN2CCC(CNC(=O)Nc3cccc(Cl)c3C)C2)cc1 (configuration not stated)
-8% | -7% | 2% | -11% | 28% | 26%[0.501 µM] | -1% | -21% | 12% | O=S(=O)(c1ccccc1)N1CCN(S(=O)(=O)c2ccc(F)cc2)CC1
-6% | u | -20% | u | 14µM* | u | -17% | u | -1% | NS(=O)(=O)c1ccc(NC(=O)c2ccc(-c3ccccc3)cc2)cc1
-7%[11.4 µM] | 71%[activator] | -15% | -14% | 31%[activator] | 0% | 0% | 0% | -1% | N#CC1=C(N)Oc2nc[nH]c(=O)c2C1c1cccs1 (configuration not stated)
x | x | x | x | x | 7% | -10%[75.6 µM] | -8% | 0% | CCOC(=O)C1Oc2ccccc2C(c2ccccc2)=C1C(C)=O (configuration not stated)
x | x | x | x | x | 3%[0.501 µM] | -1% | -2%[60.1 µM] | -2% | CN(C)c1ncc2nc(-c3ccccc3)c(=O)n(-c3ccccc3)c2n1
-15% | 18% | 0% | -8% | 5% | 11%[59 µM] | -8% | 10% | x | Cc1ccc2ncc(C(=O)Nc3cccc(C(F)(F)F)c3)c(=O)n2c1
-30% | 12% | u | 4% | 40% | u | 3% | 1% | -2% | O=C1C(=O)N(Cc2cccnc2)C(c2ccccn2)/C1=C(/O)c1ccc(Br)cc1 (configuration not stated)
-16%[57.1 µM] | -6% | -12% | u | u | 15%[59 µM] | -10% | -4% | -2% | CC1=C(C(=O)OCc2ccccc2)C(/C=C/c2ccccc2)N2C(=O)CCSC2=N1 (configuration not stated)
50µM* | 45%[activator] | 4% | -20% | -2% | 6% | -2% | 3% | 3% | O=C(CCl)NC1CCCc2ccccc21 (configuration not stated)
u | 26% | -34% | -1% | 0% | u | -4% | -11% | x | CCOc1ccccc1CNC(=O)c1oc2c(c1C)-c1nn(Cc3cccc(Cl)c3)cc1CC2
-13% | 5% | 3% | -13% | 10% | -50% | -5% | 0% | 14% | CCOCCCNc1nc2c(c(=O)[nH]c(=O)n2C)n1CCCc1ccccc1
u | 79%[activator] | -8% | -15% | -21% | 22%[59 µM] | 1% | 2% | 7% | CCc1ccc(-c2nc(CS(=O)CC(=O)NCCCN3CCC(C)CC3)c(C)o2)cc1 (configuration not stated)
-18% | u | 8% | -6% | u | 14%[59 µM] | -24% | u | u | CC(c1nnc(SCC(=O)NC(=O)NCc2ccco2)n1-c1ccc(Cl)cc1)N(C)C (configuration not stated)
-11% | 11% | -12% | -23% | 5% | 18% | -1% | 1% | 9% | O=C(CN(c1cc(C(F)(F)F)ccc1Cl)S(=O)(=O)c1ccccc1)NCc1cccnc1
-22% | -14% | 3% | -15% | 39% | 4% | -6% | -25% | -7% | C=CCOc1ccccc1CN(CCc1ccccc1)C(=O)c1cccc(S(C)(=O)=O)c1
-12% | 2% | -6% | -19% | 6% | 14%[59 µM] | -4% | -21% | x | Cc1nn(C)c2c1c(C(F)(F)F)cc(=O)n2CC(=O)NCc1ccc(OC(C)C)cc1
-11% | -22% | -22% | -6% | 91% | 69%[activator] | -7% | 14% | 41% | Cc1c(OC(C)C(=O)NCCCn2ccnc2)ccc2c3c(c(=O)oc12)CCC3 (configuration not stated)
-8% | 10% | 3% | 7% | 7% | -1%[12.7 µM] | -2% | 6% | 2% | Cn1c2ccc(F)cc2c2ncn(CCN3CCOCC3)c(=O)c21
-15% | -20% | -2% | -10% | 18% | x | -7% | -5% | -2% | O=C(Cn1cnc2cc([N+](=O)[O-])ccc2c1=O)Nc1ccccc1Cl
-26% | 7% | -7% | -17% | -3% | u | 2% | -8% | 10% | COc1ccc(OC)c(C(=O)CN2CCN(S(=O)(=O)c3ccc(Br)cc3)CC2)c1
-27% | -13% | u | -4% | 52% | u | -6% | -26% | 4% | CCOc1ccc(C(=O)Nc2ccc(N3CCN(C(C)=O)CC3)cc2)cc1[N+](=O)[O-]
0% | 6% | -6% | -11% | -24% | 5%[59 µM] | 6% | -14% | 4% | Cc1noc(C)c1C(=O)OCC(=O)Nc1cccc(S(=O)(=O)N(C)C)c1
-15% | 86%[activator] | -6% | -15% | -2% | 4% | -2% | 6% | 0% | CCC(CC)c1nnc(NC(=O)c2cccnc2SC)s1
-30% | 10% | 10µM* | -24% | u | u | -7% | -8% | u | CC(C)Cn1[nH]c2c3c(ccc2c1=O)C(=O)c1ccccc1C3=O
-4%&-23% | 1%&-21% | 1%&-5% | -7%&-12% | 33%&25% | -11% | -3%&1% | 9%&-16% | 26% | COc1ccc(NC(=O)c2cc(S(=O)(=O)N3CCCCC3)c[nH]2)cc1Cl

Two compounds drawn at random from the list so far:
JMJD2A Tudor | Pol iota inh | BAZ2B inh | Pol eta inh | POLB inh | G9a block | BLM inh | POLK inh | APE1 inh | compound
-30% | 10% | 10µM* | -24% | u | u | -7% | -8% | u | CC(C)Cn1[nH]c2c3c(ccc2c1=O)C(=O)c1ccccc1C3=O
-4%&-23% | 1%&-21% | 1%&-5% | -7%&-12% | 33%&25% | -11% | -3%&1% | 9%&-16% | 26% | COc1ccc(NC(=O)c2cc(S(=O)(=O)N3CCCCC3)c[nH]2)cc1Cl

(next part)
JMJD2A Tudor | Pol iota inh | BAZ2B inh | Pol eta inh | POLB inh | G9a block | BLM inh | POLK inh | APE1 inh | compound
-13% | 4% | -6% | -8% | x | -6%[12.7 µM] | x | -4% | 6% | CCN(CC(=O)Nc1c(F)cccc1F)C(=O)Cn1c(=O)cnc2ccccc21
-15% | -5% | -36% | -21% | 1% | 11%[12.7 µM] | -11% | -7% | -6% | CN(Cc1c(C(=O)N/N=C/c2ccccc2F)nnn1-c1nonc1N)c1ccccc1
-6% | 13% | 1% | 2% | 19% | 0%[59 µM] | 3% | -5% | -2% | Cc1cc(C)nc(-n2nc(C)cc2NC(=O)CNC(C)c2ccccc2)n1 (configuration not stated)
-13% | -12% | -17% | -7% | 37% | x | -8% | -10% | 2% | Cc1ccccc1OCCC(=O)N(Cc1ccccc1)c1c(N)n(Cc2ccccc2)c(=O)[nH]c1=O
-12% | 19% | -12% | -2% | u | x | 2% | -4% | -6% | COc1ccc(NC(=O)CSc2nnc(NC(C)=O)s2)c([N+](=O)[O-])c1
-12% | u | -21% | -15% | -2% | -5% | -2% | 8% | 31% | O=[N+]([O-])c1cccc(-c2nn(-c3ccccc3)cc2CO)c1
0% | 10% | 21% | -4% | x | u | x | -4% | -4% | CCCCn1c(N)c(N(CCC(C)C)C(=O)C2CC(=O)N(Cc3ccc(C)cc3)C2)c(=O)[nH]c1=O (configuration not stated)
-12% | -1% | 3% | 1% | 10% | 24%[12.7 µM] | -1% | -3% | 1% | COc1cccc(C(=O)Nc2cc(=O)n(C)c(=O)n2C)c1
-15% | 36%[activator] | 0% | -21% | 0% | u | 1% | -4% | 1% | O=C(Cc1ccc(Cl)cc1)Nc1ccc(CN2CCCCC2)cc1
u | 17%&29% | u | -8%&-9% | -1%&6% | u | -2%&-4% | -1%&-3% | 15%[12.4 µM] | COc1ccc(N2CCN(C(=O)CNS(=O)(=O)c3ccc(Br)s3)CC2)cc1
-29% | 6% | -26% | -4% | -1% | 7% | 0% | -6% | 50% | Cc1nnc(N2C(=O)C(=O)/C(=C(\O)c3ccc4c(c3)CC(C)O4)C2c2ccccc2)s1 (configuration not stated)

Of the compounds above, 10 contain a Cl atom.
JMJD2A Tudor | Pol iota inh | BAZ2B inh | Pol eta inh | POLB inh | G9a block | BLM inh | POLK inh | APE1 inh | compound
-2% | 39%[activator] | -4% | -21% | 93% | 14% | 1% | -6% | 0% | COc1ccc(NC(=O)CN(C)C(=O)c2cnc(Cl)c(Cl)c2)cc1
-15% | -3% | x | -9% | x | x | x | -9% | 20% | Cc1ccc(S(=O)(=O)N2CCCCC2)cc1NC(=O)c1ccccc1Cl
-27% | 8% | -17% | -5% | 51% | -27%[59 µM] | -15% | 6% | x | Cc1ccc(CN2CCC(CNC(=O)Nc3cccc(Cl)c3C)C2)cc1 (configuration not stated)
50µM* | 45%[activator] | 4% | -20% | -2% | 6% | -2% | 3% | 3% | O=C(CCl)NC1CCCc2ccccc21 (configuration not stated)
u | 26% | -34% | -1% | 0% | u | -4% | -11% | x | CCOc1ccccc1CNC(=O)c1oc2c(c1C)-c1nn(Cc3cccc(Cl)c3)cc1CC2
-18% | u | 8% | -6% | u | 14%[59 µM] | -24% | u | u | CC(c1nnc(SCC(=O)NC(=O)NCc2ccco2)n1-c1ccc(Cl)cc1)N(C)C (configuration not stated)
-11% | 11% | -12% | -23% | 5% | 18% | -1% | 1% | 9% | O=C(CN(c1cc(C(F)(F)F)ccc1Cl)S(=O)(=O)c1ccccc1)NCc1cccnc1
-15% | -20% | -2% | -10% | 18% | x | -7% | -5% | -2% | O=C(Cn1cnc2cc([N+](=O)[O-])ccc2c1=O)Nc1ccccc1Cl
-4%&-23% | 1%&-21% | 1%&-5% | -7%&-12% | 33%&25% | -11% | -3%&1% | 9%&-16% | 26% | COc1ccc(NC(=O)c2cc(S(=O)(=O)N3CCCCC3)c[nH]2)cc1Cl
-15% | 36%[activator] | 0% | -21% | 0% | u | 1% | -4% | 1% | O=C(Cc1ccc(Cl)cc1)Nc1ccc(CN2CCCCC2)cc1
